Screening results from PubChem.
CRFR2-BP ag – CRF-BP/CRF-R2 complex agonism; AID 588473; activation, % at 13.2 µM; HEK293 CRF-R2/CRF-BP, calcium dye fluorescence (FLIPR); percent of saturating CRF peptide response; 0.46% of 350,000 active;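 active means activation of at least 50%, plus an integration ratio under a set limit after plate pattern correction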;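 further: plate controls were neutral control wells without compound for no effect and CRF at EC100 for full effect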
p-CIP stab down – compounds decreasing mouse p/CIP protein stability. Q05BA5. F442A p/CIP-EGFP cells, EGFP fluorescence, 16 h. decrease of EGFP signal, % at 10 µM. 0.01% of 290,000 active. AID 1984;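 active means EGFP signal decrease of at least 30% at 10 µM or well 3 SD below plate mean, unless failing retest; inactive means the rest, including hits failing retest or dose response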; further: some compounds called inactive have numbers as strong as hits; many of its hits are not listed in these tables
GalR3 antagonist – human GalR3 antagonism; O60755; HEK293 GalR3-CNG cAMP membrane potential fluorescence; galR3 body fused to GalR1 C-terminus; inhibition, % at 3 µM; 0.44% of 360,000 active;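 active means inhibition above the screen-wide average plus 3 SD, cut at about 13% in these data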;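 further: forskolin and galanin both at EC90 stimulate the cells; cAMP rise reported by CNG channel membrane potential dye signal; 0% = forskolin plus galanin with DMSO and 100% = forskolin alone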
CRFR2-BP antag – CRF-BP/CRF-R2 complex antagonism; 0.59% of 350,000 active; inhibition, % at 11.8 µM; HEK293 CRF-R2/CRF-BP, CRF-induced calcium fluorescence;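 active means inhibition of the ligand-induced calcium signal above about 50% at the single tested concentration, limit read from the data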
PHOSPHO1 block – blocks human PHOSPHO1 phosphatase activity | Q8TCT1 | recombinant PHOSPHO1, absorbance phosphatase assay | inhibition, % at 13.3 µM | 1.1% of 290,000 active | AID 1565; in the data active means inhibition above about 60%
MEKK3 PB1 HTS – modulators (inhibitors or enhancers) of MEK5 binding to human MEKK3 PB1 domain | Q99759 | bead-based flow cytometry, Alexa488-MEK5 binding to MEKK3; actives lie on both sides; 0 = blocked by unlabeled MEK5, 100 = vehicle | binding response (% of control), % at 10 µM | 1.4% of 290,000 active | AID 1529;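 active means binding response more than 3 SD above or below the average of its plate-row segment, actives on both sides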;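 further: Alexa488 bead fluorescence after subtracting the streptavidin-only scavenger bead signal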
M4 PAM – potentiates acetylcholine response at human M4 receptor. P08173. CHO-K1 hM4/Gqi5, Fluo-8 calcium fluorescence, ACh EC20; 0% = ACh EC20, 100% = maximal ACh. activation, % at 3 µM. 0.4% of 360,000 active;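 active means activation above its plate's cutoff, the mean activation of sample wells plus 3 SD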; further: some results filed as inactive read as strong as hits
IDE inh – cellular human IDE inhibition | P14735 | 0.41% of 320,000 active | AID 434962 | inhibition, % at 5.59 µM | HEK cells, FAbetaB cleavage, fluorescence polarization;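 active means percent inhibition above the average of all tested compounds plus 3 SD, set per screening campaign, cut at about 16% in these data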;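 further: IDE supplied by intact live HEK cells; FP after avidin binding of uncleaved biotin substrate so inhibition keeps polarization high; 0% = DMSO wells and 100% = 60 µM reference IDE inhibitor Ii1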
IDE act – boosts human insulin-degrading enzyme activity in HEK cells; FAbeta-B cleavage, fluorescence polarization; 0% vehicle, 100% cell-free pure enzyme wells; AID 493087; activation, % at 5.96 µM; 0.073% of 340,000 active;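 active means activation above the mean of all tested compounds plus 3 SD, set per screening campaign, cut at about 17% in these data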
* hit, by the source's call; . = no result given; [ ] = remark or other dose.

SMILES	CRFR2-BP ag	p-CIP stab down	GalR3 antagonist	CRFR2-BP antag	PHOSPHO1 block	MEKK3 PB1 HTS	M4 PAM	IDE inh	IDE act
CC(OC(=O)CN1C(=O)c2ccccc2C1=O)C(=O)NC1CCCCC1C (stereo unspecified)	-1.5	.	-4	-6	.	.	0	-4	5
CN(CC(=O)N1CCCCCC1)S(=O)(=O)c1ccc(F)cc1	-1.2	-5	-3	-12	52	89	-4	3	4
COc1ccc(S(=O)(=O)N2CCCCC2)cc1NC(=O)CNc1ccccc1N1CCCC1=O	1.8	.	-8	-2	.	.	-4	-1	3
CCOC(=O)CSc1nnc(CSc2nc3sc4c(c3c(=O)[nH]2)CCC4)n1-c1ccccc1	0.1	-5	-2	-3	13	100	1	-1	1
Cn1c(COc2ccccc2O)[n+](C)c2ccccc21	1.6	-27	7	-5	31	109	-1	0	4
COc1cc(OC)cc(C(=O)NCC(=O)OC(C)C(=O)NC(C)C2CC3CCC2C3)c1 (stereo unspecified)	0.5	.	1	2	.	.	1	7	-1
Cc1ccc2cc(CN(c3cccc(C)c3C)S(=O)(=O)c3ccccc3)c(=O)[nH]c2c1	1.0	-8	-7	14	35	96	2	3	4
O=C(Nc1nc2c(s1)CCCC2)Oc1ccccc1	-1.0	1	-3	-7	-6	93	4	7	2
Cc1c(C(=O)N(C)C)sc2nc(-c3ccccn3)[nH]c(=O)c12	1.3	-1	0	-3	6	100	2	-1	1
Cc1ccccc1Cn1cc(S(=O)(=O)CC(=O)N2CCCCC2)c2ccccc21	-4.8	-15	-1	8	2	89	-4	2	3
COc1ccc(CNC(=O)COC(=O)CCOc2ccc(C)cc2)cc1	-0.3	.	0	4	.	.	1	-4	1
CCC(C)c1ccc(OCCCCN2CCOCC2)cc1 (stereo unspecified)	3.9	-4	-2	-13	13	105	-6	6	2
COc1ccc([N+](=O)[O-])cc1NC(=O)C(C)OC(=O)Cc1ccc(OC)c(OC)c1 (stereo unspecified)	0.2	.	-6	17	.	.	-1	-4	4
COc1ccc(C(=O)NCCCCCC(=O)O)cc1OC	-3.8	-11	0	19	16	108	3	6	-2
Nc1cccc(O)c1	-0.5	.	0	-11	.	.	5	1	7
Cc1nnc(SCC(=O)Nc2ccccc2)[nH]c1=O	0.1	-13	-1	5	1	102	-6	0	3
Clc1ccccc1/C=N/N1CCN(Cc2ccccc2)CC1	-0.5	-8	-11	12	3	99	-4	2	6
Cc1cc(N2CCN(C(=O)c3ccco3)CC2)n2ncnc2n1	4.5	2	-4	3	-2	85	9	-5	-4
O=[N+]([O-])c1cc(C(F)(F)F)ccc1NC1CCN(Cc2ccccc2)C1 (stereo unspecified)	2.6	-19	-1	-11	4	106	12	6	-4
O=c1cc(COc2ncnc3c(Cl)cc(Cl)cc23)nc2sccn12	1.7	-5	2	-12	42	98	4	2	-6
CN(CC(=O)Nc1cccc(F)c1)CC(=O)Nc1cc(S(=O)(=O)N2CCOCC2)ccc1Cl	-0.8	.	-4	-7	.	.	-6	-2	4
O=c1cc(-c2ccc(Cl)cc2)[nH]c2ccccc12	-0.5	-2	.	-1	32	89	.	2	.
CCN(CC(=O)NCc1ccc(Cl)cc1)C(=O)c1cnc(Cl)c(Cl)c1	0.6	8	-7	0	-13	98	-6	5	2
O=C(CSc1nnnn1C1CCCC1)N1CCN(C(=O)c2ccco2)CC1	-2.5	-4	6	-10	18	100	4	0	2
CCOc1ccc(Oc2ccccc2NC(=O)C2=COCCO2)cc1	-1.1	.	-1	19	.	.	-4	-1	3
O=[N+]([O-])c1cccc(N(CC(O)CN2CCCCC2)S(=O)(=O)c2ccccc2)c1 (stereo unspecified)	1.2	-6	-4	-1	26	99	6	-3	3
O=C(Cc1ccccc1)N/N=C/c1ccc(-c2ccc([N+](=O)[O-])cc2)o1	11	-9	-2	-37	12	104	3	6	-2
Cc1ccccc1NC(=O)Cc1nc(COC(=O)c2ccc(O)cc2O)cs1	-0.9	-8	-2	-4	.	101	-7	2	4
COC(=O)N/C(C)=C1/NC(=O)c2ccccc2C(c2ccccc2)N1 (stereo unspecified)	-1.1	-18	-3	-4	-2	105	1	2	-2
CC(C)=CCN1CCN(Cc2cc3ccccc3[nH]2)CC1CCO (stereo unspecified)	-0.9	11	-9	-4	.	101	-5	0	8
Cc1ccc(C(=O)CCC(=O)NN2C(=O)NC3(CCCCC3)C2=O)cc1	1.3	.	-2	-2	.	.	4	7	-2
CCN(C(=O)CSc1nnc(-c2cccs2)n1CC)C1CCS(=O)(=O)C1 (stereo unspecified)	4.6	9	-4	6	25	106	-6	0	0
O=C(COC(=O)C12CC3CC(CC(O)(C3)C1)C2)Nc1ccccc1OC(F)F	1.9	-11	-6	6	27	101	-5	4	-1
Cc1ccc2nc(Cl)c(C3CC(c4ccco4)=NN3S(C)(=O)=O)cc2c1 (stereo unspecified)	-0.8	-10	-8	-1	27	72*[inhibitor]	0	-1	-1
COCCNC(=O)CCCn1c(=O)c2ccccc2n(CC(=O)NCCC2=CCCCC2)c1=O	-0.9	-3	4	-1	-1	97	3	.	3
N=c1oc2ccccc2cc1C(=O)NCc1ccccc1	-15	4	-4	-43	38	97	2	-1	-1
Cc1cccc(NC(=O)C2CCCN(S(=O)(=O)c3cccc4cccnc34)C2)c1 (stereo unspecified)	-5.9	-11	0	-17	-11	91	-4	-3	5
Cc1ccc2nc(Cl)c(/C=N/NC(=O)c3ccccc3O)cc2c1	46	-8	-3	24	5	100	11	-5	-2
C#CCOCCOCCOCCNc1nc(N2CCN(C(=O)C([C@@H](C)CC)n3cc(C(N)COC(=O)C(F)(F)F)nn3)CC2)nc(N2CCN(C(=O)[C@H](Cc3ccc(O)cc3)n3cc(C(N)[C@H](C)CC)nn3)CC2)n1 (stereo partly specified)	-0.4	.	-4	8	.	104	.	2	.
CCOCCCn1c(=S)[nH]c2cc(C(=O)NCc3ccc(F)cc3)ccc2c1=O	-0.3	3	-7	-2	24	99	-2	2	4
CC1(C)NC(=O)N(CC(=O)OCC(=O)Nc2cc(S(=O)(=O)N3CCCCC3)ccc2Cl)C1=O	0.5	-5	-10	10	-10	97	17	-4	0
CN(C)S(=O)(=O)c1ccc(-c2ccccc2)cc1	-0.2	-8	-4	0	9	101	-4	5	1
Cc1ccc(C(=O)OCC(=O)N2CCC(c3ccccc3)=N2)cc1	0.2	.	-7	-1	.	.	4	4	4
O=C(CN1C(=O)c2ccccc2C1=O)OCc1nc2ccsc2c(=O)[nH]1	-1.9	.	-1	1	.	.	4	2	4
CN(C)c1ccc(-c2cc3ccccc3c(=O)o2)cc1	-1.7	.	-3	4	.	.	14	0	-6
Cc1cc(C)c(C)c(S(=O)(=O)Nc2ccccc2C(=O)O)c1C	-0.4	-1	-8	85*	2	80	2	-1	3
CC(C)(C)S(=O)(=O)c1cnc2c(-c3ccsc3)cnn2c1N	-1.6	18	2	3	16	86	0	6	5
Cc1cc(C)c2c(NC(N)=S)n[nH]c2n1	-0.7	1	-2	5	11	106	-1	1	1
CC1(c2ccccc2Cl)NC(=O)N(CC(=O)N2CCc3ccccc3C2)C1=O (stereo unspecified)	-0.5	.	2	-3	.	.	-5	.	3
COC(=O)C(C)Nc1cccc(Br)c1 (stereo unspecified)	-0.1	-11	-5	-7	-1	101	2	5	2
CSc1ccccc1C(=O)NCc1ccc(C)cc1	-4.6	-1	0	0	17	93	0	4	3
Cn1c(=O)c2c(nc(NCCOc3ccc(C(C)(C)C)cc3)n2C)n(C)c1=O	-3.3	-5	-3	-15	-3	96	-1	-1	-4
COc1ccc(NC(=O)CN(C)S(=O)(=O)c2ccc3c(c2)NC(=O)CS3)cc1	-1.6	-11	-5	-7	17	102	-4	-1	6
CC1(c2cccc(Br)c2)NC(=O)N(CC(=O)Nc2ccc(N3CCCCC3)cc2)C1=O (stereo unspecified)	-2.0	.	-6	-8	.	.	-6	.	.
Cc1ccc(C2=NN(C(=O)c3ccco3)C(O)(C(F)(F)F)C2)cc1 (stereo unspecified)	0.2	-27	-6	-7	48	104	1	-1	-3
O=C(Nc1ccc2c(c1)OCCO2)c1cnc2ccccn2c1=O	0.5	.	0	1	.	104	-4	-3	0
O=C(c1ccc(Cl)nc1)N1CCN(S(=O)(=O)c2ccc3c(c2)OCCO3)CC1	-2.5	.	-6	8	.	.	1	7	1
Cc1cc2oc(=O)cc(CN(C)Cc3ccccc3Cl)c2cc1C	0.8	-4	1	-13	42	104	-4	1	4
CC(C)COc1ccc(C(=O)N(CC(=O)Nc2ccccc2C(F)(F)F)Cc2ccco2)cc1	0.8	.	-4	7	.	.	-2	6	-1
COC(=O)Cn1c2ccc(OC)cc2c2nc3ccccc3nc21	0.1	1	-5	12	20	95	3	-6	3
(continued)
SMILES	CRFR2-BP ag	p-CIP stab down	GalR3 antagonist	CRFR2-BP antag	PHOSPHO1 block	MEKK3 PB1 HTS	M4 PAM	IDE inh	IDE act
Cc1c(Cl)cccc1NC(=O)c1ccc(-n2ccnc2)nc1	0.3	8	-5	-9	-14	49*[inhibitor]	-5	-4	3
CN(CCOc1ccc(Cl)cc1)C(=O)c1cc(-c2ccco2)nc2ccccc12	-0.7	.	0	-14	.	.	-10	-4	3
CC(C)Oc1ccc(C(=O)Nc2cc(S(=O)(=O)N3CCOCC3)ccc2N2CCOCC2)cc1	-0.8	.	-3	13	.	.	0	.	6
O=C(Nc1ccccc1)N1CCSc2ccccc21	-1.9	8	-6	5	37	74	15	-2	4
COc1cc(/C=N/NS(=O)(=O)c2ccc(C)cc2)ccc1OCc1ccc(C(=O)O)cc1	-1.1	11	-3	-15	-13	97	8	-6	2
COc1ccc(CNC(=O)c2cc(C3CC3)on2)cc1	-1.8	-20	0	4	2	98	-1	-1	-3
CC(=O)Nc1ccc(N(C)C)cc1[N+](=O)[O-]	-1.7	6	-3	20	16	96	8	-3	2
COc1ccc(CNC(=O)C2(c3ccc(Cl)cc3)CC2)cc1	0.9	-14	-5	61*	-6	98	3	-6	5
CN1C(=O)c2ccc(C(=O)NCc3ccc4c(c3)OCO4)cc2C1=O	-1.1	4	-4	30	-7	86	8	-2	6
COc1cc(CN2CCNC(=O)C2CC(=O)N(C)Cc2cccnc2)cc(OC)c1 (stereo unspecified)	-0.1	9	-4	3	-12	95	-3	4	1
N#Cc1ccccc1NC(=O)CSC1=Nc2ccccc2C2CC=NN12 (stereo unspecified)	-1.5	6	-5	-11	-19	106	3	9	-2
COc1ccc(C(=O)N2CCN(S(=O)(=O)c3ccc(Cl)cc3)CC2)cc1S(=O)(=O)N1CCOCC1	-1.0	.	-5	-1	.	.	2	.	0
O=C(Oc1c(Br)cc(Br)c2cccnc12)N1CCCCC1	0.6	-14	0	-23	-8	90	4	7	0
CN(CCN1CCOCC1)Cc1nc(-c2ccc3c(c2)OCO3)no1	0.6	-11	4	8	41	104	-11	-1	-7
C=CCn1c(SCC(=O)N(C)C)nc2sc3c(c2c1=O)CCC3	-0.6	-8	-11	-6	12	99	6	9	-8
